A549 tox: Nrf2 qHTS screen for inhibitors: counterscreen for cytotoxicity; Potency, µM (doses to about 46 µM), inactives show at the top dose activity change, negative = cytotoxicity, hits mostly inhibitors; A549 ARE-Fluc cells, CellTiter-Fluor viability, 18-24 h; 390,000 compounds, 0.16% hits; further: potency means the concentration at half of the fitted maximal effect; on the % scale 0 is the no-effect control and ±100 the full control effect
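Cytotoxicity counterscreen: CellTiter-Fluor fluorescence was measured in A549 ARE_Fluc cells after 18-24 h of compound exposure in a concentration series. The subsequent BugLite luminescent read reports ARE-luciferase activity.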
Mm-Cpn inhibitor: Inhibitors of TCP-1 ring complex (TRiC) of Methanococcus maripaludis (MmCpn): qHTS; Chaperonin Mm-Cpn (Methanococcus maripaludis); purified Mm-Cpn ATPase, ADP Transcreener TR-FRET; Potency, µM (highest dose often 76.9 µM), for the others: at the highest dose activity, negative = inhibition, usual class: inhibitors; 330,000 compounds, 0.031% hits; further: potency means the concentration at half of the fitted maximal effect; on the % scale 0 is the no-effect control and ±100 the full control effect; nearly all actives have a fitted effect of over 80% in size
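ATP (10 uM final) was added to archaeal chaperonin (25 nM final) after 10 min exposure to test compound at 37°C; after 30 min further incubation, ADP was detected by competitive TR-FRET.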
Nrf2 activator: qHTS of Nrf2 Activators; AREc32 ARE-luciferase reporter (MCF7-derived line), luminescence, 24 h; Potency, µM (titrated, usually from 46.1 µM), inactives show at the top dose activation, usual class: activators; 410,000 compounds, 0.31% hits; AID 624171, 2012; further: potency means the concentration at half of the fitted maximal effect; % of control where 0% means no effect; nearly all actives have a fitted effect of over 65% in size
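AREc32 cells carrying an ARE-driven firefly luciferase reporter were seeded at 1000 cells/well in OPTI-MEM with 5% FBS, then exposed to compound for 24 hr at 37 deg C. Luminescence was read with Steady-Glo after 30 min at RT.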
Abeta yeast res: qHTS for compounds that reverse cellular toxicity of Amyloid beta (A-beta) peptide in yeast: Primary Screen | yeast expressing A-beta42, growth rescue, OD600, 48 h; response scale: 0% DMSO, 100% iron-clioquinol control | Potency, µM (series often up to 46.1 µM), for inactives: at the top dose growth rescue, actives largely listed as activators | 410,000 compounds, 0.063% hits; further: potency means the concentration at half of the fitted maximal effect; nearly all actives have a fitted effect of over 55% in size
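Yeast A-beta toxicity model in growth medium with pinned compounds, 48 h at 30 C; growth read as absorbance at 600 nm. Normalized to FeCl3/clioquinol equimolar mix (positive) and DMSO (negative).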
TGFb SMAD3 inh: qHTS for Inhibitors of TGF-b; AID 588855, 2011; HepG2 CAGA-GFP TGF-b/SMAD3 reporter, GFP fluorescence, 18 h; TGF-beta stimulated, 500 pg/mL final; 410,000 compounds, 1.2% hits; Potency, µM (top dose mostly 46.1 µM), inactives show at the highest dose activity, negative = inhibition, most hits filed as inhibitors; further: potency means the concentration at half of the fitted maximal effect; on the % scale 0 is the no-effect control and ±100 the full control effect; nearly all actives have a fitted effect of over 65% in size
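HEPG2 CAGA-GFP, 1000 cells/well; 2 h settle, 37 C; cpd via pin tool; TGF-b 500 pg/mL final; 18 h, 37 C; GFP imaging ex488/em500-530; %Activity normalised to -TGF-b and +DMSO controls; CRC fit, curve class.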
CCT chaperon mod: High-Throughput Screening for Modulators of Cytosolic Chaperonin Activity; purified chaperonin ATPase assay, HTRF ADP detection, 30 min; activity change, % (test concentration not listed), hits read low; 360,000 compounds, 0.3% hits; in the data active means activity change below about -30%; further: on the % scale 0 is the no-effect control and ±100 the full control effect
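TRiC (40 or 20 nM final, by batch activity) in 30 mM Tris pH 7.4, 100 mM KCl, 5 mM MgCl2, 1 mM DTT was treated with compound at 76 uM single dose, then 10 uM ATP, 30 min at 37 °C. ADP was read by HTRF Transcreener.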
Akt phos inh: HTS Assay for Inhibitors of Akt Phophorylation: Primary Screen; Neuro2A IGF-stimulated pAkt S473 HTRF, 20 min; active compounds read low; activity change, % for hits at 50 µM; 360,000 compounds, 0.32% hits; in the data active means activity change below about -80%; inconclusive means mostly about -51% to -80%; further: on the % scale 0 is the no-effect control and ±100 the full control effect
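Neuro2A cells (4,500/well, DMEM with 0.5% FBS) were treated with compound at a single 50 µM final concentration, stimulated with 6 nM IGF for 20 min at 37 °C, and lysed. Phospho-Akt Ser473 was read by HTRF as 665/615 ratio ×10^4.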
HepG2 viability: qHTS for Inhibitors of TGF-b: Cytotox Counterscreen. HepG2 CAGA-GFP viability, ATP luminescence, 18 h. 410,000 compounds, 0.76% hits. Potency, µM (doses to about 46.1 µM), without a hit: top-dose activity change, negative = cytotoxicity, hits mostly cytotoxic; further: potency means the concentration at half of the fitted maximal effect; some results filed as inactive show a strong effect at the top dose
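HepG2 CAGA-GFP cells (1000/well, DMEM with 1% FBS) received compound, then TGF-beta at 500 pg/mL final, and were incubated 18 hours at 37 degrees C. Viability was read by CellTiter-Glo luminescence. Media-only wells were set as complete cell-killing and DMSO as no toxicity.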
Nrf2 block: Nrf2 qHTS screen for inhibitors; A549 ARE-Fluc reporter, luciferase luminescence, 18-24 h; 360,000 compounds, 2.1% hits; Potency, µM (titrated, usually from 46 µM), inactives show at the highest dose activity change, negative = inhibition, actives largely listed as inhibitors; AID 504444, 2011; further: potency means the concentration at half of the fitted maximal effect; on the % scale 0 is the no-effect control and ±100 the full control effect; nearly all actives have a fitted effect of over 60% in size
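A549 ARE_Fluc cells (5000/well, 5% FBS OPTI-MEM) pre-incubated 2 h, then treated with compounds 18-24 h at 37C/5% CO2 in concentration-response. CellTiter-Fluor viability read first; BugLite luciferase luminescence after 15 min at room temperature gives Nrf2 activity.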
* marks the source's active call; other numbers are inactive results; i = inactive; ? = inconclusive; nt = not tested or not shown; & = joins results of further samples; [ ] = dose if it differs, or a comment. Unless noted, the call rests on the fitted dose curve; in most records, active means well fitted curve in the direction sought with a large enough effect; inconclusive means small, poorly fitted or top-dose-only effect, or another doubt; inactive means no such curve, though single readings can be large; an effect the other way counts as inactive or inconclusive.

canonical_smiles,A549 tox,Mm-Cpn inhibitor,Nrf2 activator,Abeta yeast res,TGFb SMAD3 inh,CCT chaperon mod,Akt phos inh,HepG2 viability,Nrf2 block
COCCn1c(N)c(N(Cc2ccccc2)C(=O)CSCC(=O)Nc2ccc(OC)cc2)c(=O)[nH]c1=O,-1%,0%,-0.2%,5%,0%,0.6,i,-3%,4%
COc1ccc(C(=O)CSc2nnc(CNC(=O)c3ccc(OC)c(OC)c3)n2C)cc1,0%,-3%,0.0%,-12%,0%,-6.4,i,0%,5%
Cc1cc(F)c(F)c(C(=O)N2CCCCC2C)c1Cl (stereo unspecified),-13%,-1%,-0.4%,4%,6%,-1.6,i,5%,3%
CCn1cc(Cl)c(C(=O)NNC(=O)CCn2nc(C)c([N+](=O)[O-])c2C)n1,-2%,0%,4.0%,-22%,0%,-1.2,i,0%,5%
COc1ccc(OC)c(Nc2nc(-c3sc(NC(=O)C(C)(C)C)nc3C)cs2)c1,0%,-22%,6.3%,-14%,-18%,-4.6,i,-22%,8.2µM*
CN(C)C(=O)CSc1nc2ccc(C(=O)c3ccccc3)cc2[nH]1,0%,1%,2.7%,-6%,2%,0.4,i,-33%,-19%
COCC(=O)N(Cc1cc2cc(C)ccc2[nH]c1=O)c1ccccc1,-1%,0%,0.3%,-7%,11%,2.7,i,-1%,5%
Cc1onc(-c2c(F)cccc2Cl)c1C(=O)NC1=NCCS1,16%,0%,-0.2%,1%,11%,-3.9,i,-40%,0%

More records follow.
canonical_smiles,A549 tox,Mm-Cpn inhibitor,Nrf2 activator,Abeta yeast res,TGFb SMAD3 inh,CCT chaperon mod,Akt phos inh,HepG2 viability,Nrf2 block
CC(C)(C)c1ccc(C(=O)NCC(=O)N2CCCCCC2)cc1,-14%,-4%,0.0%,7%,-10%,-3.6,i,-4%,7%
O=c1[nH]c(CSc2nnc(-c3ccccc3)n2C2CCCCC2)nc2ccccc12,-10%,1%,0.2%,-12%,-4%,-0.7,i,5%,5%
Cc1cccc(N=Nc2ccc(O)c3ncccc23)c1,-27%,1%,?,?,?,1.5,i,-10%,?
CC(C)(C)c1ccccc1OCC(=O)NCCC(=O)O,3%,0%,0.2%,4%,1%,1.1,i,5%,17%
Fc1cccc(-c2nnn3c2nc(NCc2ccc4c(c2)OCO4)c2ccccc23)c1,9%,nt,3.5%,-4%,-4%,nt,nt,-20%,0%
O=c1[nH]c(CSc2nc(-c3ccccc3)cs2)nc2ccccc12,3%,-26%,5.8%,2%,1%,1.5,i,6%,?
Cc1cccc(N2CCN(C(=O)c3ccc4c(c3)N(Cc3cccc(Cl)c3)C(=O)c3ccccc3S4=O)CC2C)c1 (stereo unspecified),-1%,nt,3.5%,22%,?,nt,nt,-4%,nt
CN(C)CC(=O)Nc1ccc(S(N)(=O)=O)cc1,5%,1%,-0.4%,-5%,7%,-2.9,i,-16%,-9%

(more compounds)
canonical_smiles,A549 tox,Mm-Cpn inhibitor,Nrf2 activator,Abeta yeast res,TGFb SMAD3 inh,CCT chaperon mod,Akt phos inh,HepG2 viability,Nrf2 block
COC(=O)C1(C)NC(c2ccccc2F)C2C(=O)N(c3ccccc3)C(=O)C21 (stereo unspecified),-3%,1%,-0.4%,-2%,-18%,-1.0,i,4%,?
Cc1noc(C)c1S(=O)(=O)NCCN1CCN(c2ccccc2)CC1,-2%,nt,-0.5%,6%,-4%,-1.8,i,-21%,-11%
Cc1cc(C)cc(CC(=O)N2CCC2(C)C(=O)NS(=O)(=O)c2cccc(F)c2)c1 (stereo unspecified),nt,nt,-1.0%,-8%,-2%,-3.8,i,-65%,nt
CCOC(=O)C1=C(COC(=O)CCNS(=O)(=O)c2ccc(C)c(C)c2)NC(=O)NC1C (stereo unspecified),-7%,1%,-0.6%,4%,4%,-3.7,i,-12%,-1%
CCCCSCCCNC(=O)c1cn(CC)c2ccc(S(=O)(=O)N3CCOCC3)cc2c1=O,2%&2%,1%,2.2%&0.2%,10%,?,0.5,i,-40%&-31%,-1%&2%
CN1CCN(CC(C)(C)NS(=O)(=O)c2ccccc2)CC1,2%,0%,0.1%,17%,0%,-4.1,i,-5%,4%
COc1cc(NC(=S)NNC(=O)CC(C)C)c(OC)cc1Cl,-3%,3%,0.1%,0%,-3%,-1.8,i,-7%,6%
Cc1ccc2c(c1)C1CN(C)CCC1N2C(=O)COc1ccccc1F (stereo unspecified),-12%,2%,-0.5%,-3%,0%,-0.2,i,-11%,1%

Five records drawn at random from the list so far, as already listed:
canonical_smiles,A549 tox,Mm-Cpn inhibitor,Nrf2 activator,Abeta yeast res,TGFb SMAD3 inh,CCT chaperon mod,Akt phos inh,HepG2 viability,Nrf2 block
Cc1ccc2c(c1)C1CN(C)CCC1N2C(=O)COc1ccccc1F (stereo unspecified),-12%,2%,-0.5%,-3%,0%,-0.2,i,-11%,1%
COc1ccc(OC)c(Nc2nc(-c3sc(NC(=O)C(C)(C)C)nc3C)cs2)c1,0%,-22%,6.3%,-14%,-18%,-4.6,i,-22%,8.2µM*
CCn1cc(Cl)c(C(=O)NNC(=O)CCn2nc(C)c([N+](=O)[O-])c2C)n1,-2%,0%,4.0%,-22%,0%,-1.2,i,0%,5%
CN1CCN(CC(C)(C)NS(=O)(=O)c2ccccc2)CC1,2%,0%,0.1%,17%,0%,-4.1,i,-5%,4%
COC(=O)C1(C)NC(c2ccccc2F)C2C(=O)N(c3ccccc3)C(=O)C21 (stereo unspecified),-3%,1%,-0.4%,-2%,-18%,-1.0,i,4%,?

(cont.)
canonical_smiles,A549 tox,Mm-Cpn inhibitor,Nrf2 activator,Abeta yeast res,TGFb SMAD3 inh,CCT chaperon mod,Akt phos inh,HepG2 viability,Nrf2 block
CN(C)S(=O)(=O)N(Cc1ccc(Br)cc1)c1ccccc1,13%,-1%,-0.2%,4%,-15%,-7.9,i,-22%,?
COc1cc(/C=C/c2cccc[n+]2C)ccc1OCC(=O)Nc1cccc(Cl)c1,-21%,-4%,-0.8%,-23%,31%[activator],-2.1,i,-10%,?
Cc1csc(CN(C)C(=O)CC2C(=O)NCCN2CC(C)(C)C)n1 (stereo unspecified),1%,-9%,-0.8%,-19%,5%,-1.5,i,3%,11%
O=C(Nc1ccc(F)cc1)c1ncn(-c2ccccc2)n1,1%,nt,0.3%,-17%,1%,nt,nt,-7%,?
N=c1ccn(O)cc1CCc1ccccc1,1%,nt,0.0%,2%,-2%,-6.6,i,8%,0%
O=C(NCCc1ccccc1)c1c[nH]c2c(F)cccc2c1=O,-14%,-4%,9.8%,-1%,11%,0.6,i,-19%,27%
Cn1c(=S)oc2ccccc21,-3%,-3%,0.4%,2%,0%,0.7,i,-70%,-7%
O=C(OCC(=O)N1CCCC1=O)c1nc(Cl)c(Cl)c(Cl)c1Cl,-1%,-2%,?,-40%[inhibitor],-2%,-2.3,i,-15%,9%

Just Abeta yeast res and TGFb SMAD3 inh, for 2 of the compounds above:
Structure,Abeta yeast res,TGFb SMAD3 inh
CN(C)CC(=O)Nc1ccc(S(N)(=O)=O)cc1,-5%,7%
COC(=O)C1(C)NC(c2ccccc2F)C2C(=O)N(c3ccccc3)C(=O)C21 (stereo unspecified),-2%,-18%

Carrying on:
canonical_smiles,A549 tox,Mm-Cpn inhibitor,Nrf2 activator,Abeta yeast res,TGFb SMAD3 inh,CCT chaperon mod,Akt phos inh,HepG2 viability,Nrf2 block
C[C@H](CO)N1C[C@H](C)[C@@H](CN(C)C(=O)CCCN(C)C)OCc2cn(nn2)CCCC1=O,nt,nt,-0.2%,0%,13%,0.5,i,6%,nt
CCC(C)(C)NC(=O)C(c1cccs1)N(C(=O)c1ccn[nH]1)c1cccc(OC)c1 (stereo unspecified),-4%,-2%,-0.3%,6%,5%,-1.3,i,5%,2%
COc1ccc(C)c2sc(N(CCCN(C)C)C(=O)CS(=O)(=O)c3ccc(F)cc3)nc12,1%,0%,8.2%,0%,-26%,1.9,i,-31%,9%
Cc1ccc(NCC(=O)Nc2cccc(S(=O)(=O)N(C)C)c2)cc1S(=O)(=O)N1CCCCCC1,?,2%,-0.5%,14%,?,-0.6,i,-29%,8.2µM*
COc1ccc(-c2nc3scc(CCNS(=O)(=O)c4cccc(C(C)=O)c4)n3n2)cc1,-20%,nt,9.3%,0%,-14%,nt,nt,-1%,nt
COc1ccc(-n2c(=O)c(CCC(=O)N3CCC(C)CC3)nc3ccccc32)cc1,-3%,-2%,0.2%,-3%,-14%,-2.0,i,-11%,-8%
Cn1cc(SCC(=O)N2CCOCC2)c2ccccc21,-4%,2%,3.4%,-7%,0%,-0.6,i,-3%,18%
COc1cc(C(=O)NNC(=S)NC(=O)c2ccc(Cl)cc2)cc(OC)c1OC,-5%,2%,2.6%,?,?,-0.7,i,-29%,?
